OXTR ag: activates the human oxytocin receptor; P30559; CHO-OTR cells, Fluo-8 calcium fluorescence; normalized: DMSO 0%, oxytocin 100%; activation, % at 3 µM; actives 0.32% (n = 320,000); AID 2435;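 active = activation above the mean of all tested compounds plus 3 SD, cutoff set per screening run, cut at about 20% in these data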;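 note: peak over basal fluorescence ratio from a 100 s FLIPR kinetic read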
Target sequence (P30559 whole entry, looked up): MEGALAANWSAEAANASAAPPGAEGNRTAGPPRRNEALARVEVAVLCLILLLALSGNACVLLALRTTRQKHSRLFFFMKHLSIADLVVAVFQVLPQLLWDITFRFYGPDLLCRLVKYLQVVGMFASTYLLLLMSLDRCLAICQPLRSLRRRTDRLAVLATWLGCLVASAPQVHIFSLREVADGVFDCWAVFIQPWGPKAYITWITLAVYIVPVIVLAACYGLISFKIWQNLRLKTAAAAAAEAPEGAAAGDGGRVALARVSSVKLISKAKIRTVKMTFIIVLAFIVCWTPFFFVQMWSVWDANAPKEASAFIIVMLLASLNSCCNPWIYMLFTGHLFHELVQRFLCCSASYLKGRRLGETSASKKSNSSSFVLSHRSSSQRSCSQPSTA
* marks the source's active call; other numbers are inactive results. Not all compounds are listed; rates above refer to the full screens.

compound	OXTR ag
CCC(C)N(C(=O)CSc1nnnn1-c1ccccc1OC)C1CCS(=O)(=O)C1 (stereo not given)	-0.9
O=C(COC(=O)CC1CC2CCC1C2)Nc1ccc(F)cc1Cl (stereo not given)	-2.0
COc1ccc(C(=O)NNC(=O)c2ccc3ccccc3n2)cc1	-0.9
C#CCC(NC(=O)c1ccc(C#N)cc1)C(=O)NCCC (stereo not given)	0.7
COc1ccc(N(C)S(=O)(=O)c2ccc(Cl)c(C(=O)NCC(C)(C)N3CCOCC3)c2)cc1	7.5
CCN(CC)S(=O)(=O)c1ccc(NC(=O)c2ccc(OCC3CCCO3)cc2)cc1 (stereo not given)	14
O=C(NCCCN1CCCC1=O)c1cccc(S(=O)(=O)Nc2ccc(Br)cc2)c1	0.3
CCN(CC(=O)Nc1ccc(NC(C)=O)cc1)C(=O)CSC(=S)N1CCCC1	0.6
C[C@@H]1O[C@@H](OC[C@H]2O[C@@H](Oc3cc(O)c4c(=O)cc(-c5ccc(O)c(O)c5)oc4c3)[C@H](O)[C@@H](O)[C@@H]2O)[C@H](O)[C@H](O)[C@H]1O	1.5
Cc1ccc(S(=O)(=O)N2CCN(CC(=O)Nc3ccnn3C3CCCC3)CC2)cc1	2.5
COc1ccc(OC)c(NC(=O)CN2C(=O)NC(C)(c3ccc4c(c3)OCCO4)C2=O)c1 (stereo not given)	2.0
Nc1nc(SCC(=O)Nc2cc(Cl)c(Cl)cc2Cl)n[nH]1	11
COc1cc2cc(CCCOC(=O)c3cc(OC)c(OC)c(OC)c3)oc(=O)c2cc1OC	0.6
O=C(C[C@@H]1C/C=C\C[C@H](NC(=O)OCC2c3ccccc3-c3ccccc32)C(=O)OC[C@H]2CCCN2C1=O)N[C@H](CO)Cc1ccccc1	-1.5
CC(C)(C)C(=O)OCOC(=O)[C@@H]1N2C(=O)[C@@H](N=CN3CCCCCC3)[C@H]2SC1(C)C	1.4
C=CCNC(=O)c1onc(CSc2ccc(F)cc2)c1C(=O)NCC=C	-2.0
O=C(Cn1nc(-c2ccccc2)oc1=O)OCC(=O)c1ccc(F)c(F)c1	1.5
O=C(COc1ccccc1[N+](=O)[O-])NCC1(N2CCOCC2)CCCCC1	0.1
CC(=O)c1ccccc1NC(=O)COC(=O)c1cc(C)oc1C	-1.8
COc1ccc(NS(=O)(=O)c2cccc(C(=O)NCC(c3ccco3)N3CCCC3)c2)cc1 (stereo not given)	2.4
COc1ccc(N2CCN(C(=O)c3cc(C4CC4)nn3-c3ccccc3)CC2)cc1	-1.5
O=C(COc1ccc(F)cc1)Nc1ccc(S(=O)(=O)Nc2ncccn2)cc1	0.0
CCCCCN(C(=O)CCC(=O)OCc1cc(C)ccc1C)c1c(N)n(CCCC)c(=O)[nH]c1=O	-0.1
CN(C)C(CNC(=O)c1ccc(Cl)c(S(=O)(=O)N2CCCCCC2)c1)c1ccccc1 (stereo not given)	11
CCCn1c(N)c(C(=O)CSc2nnc3n2CCCCC3)c(=O)[nH]c1=O	0.5

2 records drawn at random from those above:
compound	OXTR ag
COc1ccc(N2CCN(C(=O)c3cc(C4CC4)nn3-c3ccccc3)CC2)cc1	-1.5
O=C(COc1ccccc1[N+](=O)[O-])NCC1(N2CCOCC2)CCCCC1	0.1

Structures from the list above that contain a Cl atom (4):
compound	OXTR ag
O=C(COC(=O)CC1CC2CCC1C2)Nc1ccc(F)cc1Cl (stereo not given)	-2.0
COc1ccc(N(C)S(=O)(=O)c2ccc(Cl)c(C(=O)NCC(C)(C)N3CCOCC3)c2)cc1	7.5
Nc1nc(SCC(=O)Nc2cc(Cl)c(Cl)cc2Cl)n[nH]1	11
CN(C)C(CNC(=O)c1ccc(Cl)c(S(=O)(=O)N2CCCCCC2)c1)c1ccccc1 (stereo not given)	11

The list continues.
compound	OXTR ag
O=C1C(=O)c2ccccc2C(O)=C1C1CCC(c2ccc(Cl)cc2)CC1 (stereo not given)	0.3
O=C(NCC1CC1)c1onc(CSc2ccc(F)cc2)c1C(=O)NCC1CC1	-2.7
CCCCOc1ccc(/C=N/NC(=O)c2nnn(-c3nonc3N)c2CN2CCCCCC2)cc1	0.0
CCCCNC(=O)c1cccc(S(=O)(=O)N2CC3(C)CC2CC(C)(C)C3)c1 (stereo not given)	-2.4
O=C(CN1C(=O)NC(c2ccccc2)(c2ccccc2)C1=O)N1CCCCC1	0.6
O=C(NN1C(=O)NC2(CCCCC2)C1=O)c1cc2cc(Cl)ccc2o1	-1.1
CC(C)(C)NC(=O)NC(=O)CSc1ccc(S(=O)(=O)N2CCOCC2)cn1	1.6
O=C(Nc1ccc(F)c(Cl)c1)C1CC(=O)N(Cc2ccco2)C1 (stereo not given)	1.7
O=C(C1CCN(S(=O)(=O)c2ccc(Cl)cc2)CC1)N1CCN(c2ccccn2)CC1	-0.9
CCCCn1c(N)c(N(CC)C(=O)c2cccs2)c(=O)[nH]c1=O	0.1
CCN(CC(=O)Nc1ccc(NC(C)=O)cc1)C(=O)CCCOc1cccc(C)c1	1.2
COc1ccc([C@@H]2[C@@H]3C(=O)N(C(C)(C)C)C(=O)[C@@H]3[C@]3(Cc4ccc(Cl)cc4)C(=O)N(c4cccc(F)c4)C(=O)N23)cc1	-0.2
CCN(CC(=O)NCc1cccs1)C(=O)CN(C)S(=O)(=O)c1ccc(C)cc1	-0.8
CC1CCCCC12NC(=O)N(CC(=O)N1CCN(S(=O)(=O)Cc3ccccc3)CC1)C2=O (stereo not given)	0.8
O=C(COc1ccc(F)cc1Cl)Nc1ccccc1C(=O)N1CCCCC1	-1.9
O=C(CNC(=O)c1ccco1)Nc1ccc(N2CCCCCC2)cc1	2.4
COc1ccc(N2CCN(C(=O)c3cc4c(s3)CCCCC4)CC2)cc1	-1.6
CCOc1ccc(OCCC(=O)N2CCN(S(=O)(=O)c3ccc(F)cc3)CC2)cc1	1.9
O=C(CNC(=O)c1ccccc1F)OCCOc1cccc(Cl)c1	-2.5
CCC(C)N(C(=O)CSc1nc(C)c(C)c(C)c1C#N)C1CCS(=O)(=O)C1 (stereo not given)	-0.5
COc1ccc(NC(=O)COC(=O)CCSc2ccccc2)cc1OC	3.8
O=C(CSC(=S)N1CCCC1)Nc1ncc(Cl)cc1Cl	0.1
Cc1cccc(C(=O)NCC(=O)OCc2nnc(-c3ccccc3)o2)c1	-1.6
CCCNC(=O)c1onc(CSc2ccc(F)cc2)c1C(=O)NCCOC	-0.8
COc1ccccc1N1C(=O)CC(c2ccccc2)CC1=O	1.9

Individual results from above.
COc1ccccc1N1C(=O)CC(c2ccccc2)CC1=O @ OXTR ag = 1.9
CCCCOc1ccc(/C=N/NC(=O)c2nnn(-c3nonc3N)c2CN2CCCCCC2)cc1 @ OXTR ag = 0.0
O=C(NN1C(=O)NC2(CCCCC2)C1=O)c1cc2cc(Cl)ccc2o1 @ OXTR ag = -1.1

Continuation:
compound	OXTR ag
COc1cccc(NC(=O)CN2C(=O)NC3(CCc4ccccc43)C2=O)c1 (stereo not given)	-1.0
Cc1cc(C)n(CCCNC(=O)c2ccc(C)o2)n1	0.2
O=C(NNC(=O)c1ccc2c(=O)n3c(nc2c1)CCC3)c1cccc(Cl)c1	0.6
O=[N+]([O-])c1ccc(Sc2ccc(F)cc2)nc1	-2.7
Cc1nn(-c2ccc(C(=O)NCC(c3ccco3)N3CCCC3)cc2)c(C)c1Cl (stereo not given)	2.7
O=C1CC(N2CCN(S(=O)(=O)c3ccc([N+](=O)[O-])cc3)CC2)C(=O)N1c1ccccc1F (stereo not given)	11
COC(=O)C[C@H](NC(=O)Cn1cnc2c(SC)nc(N)nc21)C(=O)OC	1.1
Cc1ccc(C)c(C(=O)COC(=O)C2CCN(c3ccc(C(F)(F)F)cn3)CC2)c1	0.3
Nc1nc2ccc(C(=O)Nc3ccc(N4CCOCC4)cc3)cc2s1	-0.1
CC(=O)Nc1ccc(NC(=O)CSc2nnc3ccc(-c4cccnc4)nn23)cc1	-0.2
CCn1nc(C(=O)NNC(=O)c2ccc(OC(F)F)cc2)c2ccccc2c1=O	-0.2
Cc1ccc(S(=O)(=O)CCC(=O)OCC(=O)Nc2ccc(N3CCOCC3)cc2)cc1	2.8
COc1cc(/C=C/C(=O)OC(C)C(=O)c2ccccc2)cc(OC)c1OC (stereo not given)	-1.4
O=C(NC1CCCC1)c1cccc(S(=O)(=O)N2CCOCC2)c1	0.7
CCOc1ccc(NC(=O)CN(C)C(=O)CCCOc2ccc(Br)cc2)cc1OCC	1.5
CC[C@@]1(C(=O)OC)N[C@H](CN(C)S(=O)(=O)c2ccccc2)[C@@H]2C(=O)N(C)C(=O)[C@@H]21	0.7
Cc1cc(C(=O)CCC(=O)NC(C)c2ccc(S(N)(=O)=O)cc2)c(C)s1 (stereo not given)	0.8
CN(C)S(=O)(=O)c1ccc(N2CCCC2)c(C(=O)OCC(=O)NC2(C#N)CCCCC2)c1	-1.0
NS(=O)(=O)c1ccc(CNC(=O)c2ccc(NS(=O)(=O)c3ccc4[nH]c(=O)[nH]c4c3)cc2)cc1	2.2
CCOC(=O)c1c2ccccc2[n+]([O-])n1[C@@H](C)C(N)=O	-0.2
CCN(C(=O)CSc1nc2ccccc2n1C)C1CCS(=O)(=O)C1 (stereo not given)	0.3
Cc1cc(C)c(NC(=O)CSc2nc3ccccc3c(=O)n2CCCN2CCOCC2)c(C)c1	1.7
Nc1nnc(SCC(=O)Nc2cccnc2Cl)s1	0.4
COc1ccc(C2=C(C=O)Cc3ccccc3O2)cc1	-2.8
C/C=C(/C)C(=O)OC1CC(C)(C)C[C@H]2C3=CC[C@@H]4[C@@]5(C)CCC(O[C@@H]6O[C@@H](C(=O)O)[C@@H](O)C(O[C@@H]7OC[C@H](O)[C@@H](O)[C@@H]7O[C@@H]7OC(CO)C(O)[C@@H](O)[C@@H]7O)C6O[C@@H]6OC(CO)C(O)C(O)C6O)[C@@](C)(CO)[C@@H]5CC[C@]4(C)[C@]3(C)CC(O)[C@@]12CO (stereo not given in full)	44*

Other compounds
Structure | OXTR ag
Cc1cc(=O)[nH]c(SCC(=O)NC2CCCCCC2)n1 | 1.8
COc1ccc(CN(C)C(=O)COc2cccc(-n3cnnn3)c2)cc1OC | 0.1
Cc1ccc(C(=O)NCC(=O)OCC(=O)N2CC(C)OC(C)C2)cc1 (stereo not given) | 0.5
Cc1cc(C(=O)COC(=O)c2ccc(O)cc2O)c(C)n1-c1ccccc1 | 1.5
CCCCn1c(N)c(N(C)C(=O)c2cc3c(s2)CCCCC3)c(=O)[nH]c1=O | 1.1
COc1ccc(NC(=O)N(C)C[C@H]2Oc3ccc(NC(=O)CCC(F)(F)F)cc3C(=O)N([C@H](C)CO)C[C@@H]2C)cc1 | 1.1
CC(C)CN1C(=O)C(=O)N(CC(=O)N2CCN(c3ccccc3)CC2)C1=O | 1.2
Cc1ccc(SCC(=O)OC(C)C(=O)NC2(C#N)CCCCC2)cc1 (stereo not given) | -1.9
CCC(C)(C)C1CCc2[nH]nc(C(=O)NC3CCCC3)c2C1 (stereo not given) | -2.2
CCOC(=O)C1CCN(C(=O)c2ccc(OCC(=O)Nc3cccc(C(F)(F)F)c3)c(OC)c2)CC1 | 12
C[C@H](NC(=O)c1nc[nH]c1C(=O)N[C@@H](CCCCN)C(=O)OC(C)(C)C)C(=O)OC(C)(C)C | -0.3
Cc1cc(C)c(NC(=O)CNC(=O)COC(=O)Cc2cccs2)c(C)c1 | -1.8
CCOC(=O)C1CCCN(C(=O)c2cc(S(=O)(=O)N3CCCCC3)ccc2Cl)C1 (stereo not given) | 1.0
O=C(c1cc(=O)[nH]c2ccccc12)N1CC=C(c2ccccc2)CC1 | 1.5
Cn1c2ccsc2c2ncn(Cc3ccccc3F)c(=O)c21 | 4.6
Cc1ccc(C(=O)NCC(C)NC(=O)c2ccc(C)c(C)c2)cc1C (stereo not given) | -4.0
O=C(NCCc1ccc(F)cc1)c1ccc(S(=O)(=O)N2CCCC2)cc1 | 2.0
Cc1ccc(Nc2nc(N)nc(COC(=O)C3=COCCO3)n2)cc1 | -0.4
O=C(Nc1ccccn1)c1ccc(Cl)c(S(=O)(=O)N2CCc3ccccc32)c1 | 0.2
COc1cc(CCCN2CCNC[C@H]2Cc2ccc(O)cc2)cc(OC)c1OC | 1.3
O=C(CN1C(=O)NC2(CCc3ccccc32)C1=O)c1cccs1 (stereo not given) | 1.9
O=C(COC(=O)c1ncc(Cl)c(Cl)c1Cl)Nc1ccc(Cl)cn1 | -2.2
CC1C(=O)N2CCCc3cc(NS(=O)(=O)c4ccccc4)cc1c32 (stereo not given) | -0.3
O=C(COC(=O)c1cc(Br)ccc1O)NC12CC3CC(CC(C3)C1)C2 | 3.2
COc1cccc(-c2ncc3ccccc3c2COC(=O)c2ccc(F)cc2)c1 | -0.8
Cc1sc(NC(=O)c2ccc3ncsc3c2)c(C(N)=O)c1C | -2.1
COc1ccccc1C(=O)Nc1ccc(OCC(=O)N2C(C)CCCC2C)cc1 (stereo not given) | 1.1
CCN(CC(=O)Nc1c(F)cccc1F)C(=O)CCC(=O)c1ccc(F)cc1 | -0.4
COc1cc(/C=C/C(=O)OCC(=O)NCc2ccc3c(c2)OCO3)cc(OC)c1OC | 0.1
CCC(NC(=O)COC(=O)C1CC2CCCC(C1)C2=O)c1ccc(Br)cc1 (stereo not given) | 1.6
CCN(CC)S(=O)(=O)c1cccc(C(=O)Nc2ccc(S(=O)(=O)NC3=NCCCCC3)cc2)c1 | 0.3
CCCC(=O)Nc1sc(-c2ccccc2)c(-c2ccccc2)c1C(=O)O | -0.9
O=C(NCc1ccccn1)c1ccccc1OCc1ccc(F)cc1 | -1.8
O=C(OCC(=O)c1c[nH]c2ccccc12)c1cccc([N+](=O)[O-])c1 | 8.0
O=C(CCS(=O)(=O)c1ccccc1Cl)NC1CCCCCC1 | -0.3
O=C(CSc1nnc2ccc(-c3cccnc3)nn12)Nc1ccccc1F | -0.4
CCc1noc(C)c1C(=O)NNC(=O)COc1ccccc1C | -0.2
Cc1cnc(C(=O)OCC(=O)c2c(N)n(CC(C)C)c(=O)n(C)c2=O)cn1 | -0.1
CN(C(=O)C1CCCCC1)C1CCS(=O)(=O)C1 (stereo not given) | 0.2

Source: PubChem
